# CHRM5 agonist – human M5 muscarinic receptor agonists, primary screen, CHO-K1 cells, Fluo-8 calcium fluorescence; 0.19% of 360,000 active; CHO-K1 hM5 cells; 0% DMSO wells, 100% maximal acetylcholine response; Muscarinic acetylcholine receptor M5 (Homo sapiens), P08912; activation, % at 3 µM;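 active = activation above the run's mean over test compounds plus 3 SD, cut at about 23% in these data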;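 also: signal is peak over basal fluorescence ratio across the kinetic read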
# M1 PAM – human M1 muscarinic receptor positive allosteric modulators, primary screen, CHO-K1 cells, Fluo-8 calcium fluorescence, 1536-well; Muscarinic acetylcholine receptor M1 (Homo sapiens), P11229; CHO-K1 hM1, ACh EC20; 0% = ACh EC20, 100% = maximal ACh; activation, % at 3 µM; 0.088% of 360,000 active; AID 588819, 2011; in the data active = activation above about 19%, passing the limit was not always enough
# TAAR1 ag – human TAAR1 agonists, primary screen, Fluo-8 calcium fluorescence, CHO RD-HGA16 cells; Trace amine-associated receptor 1 (Homo sapiens), Q96RJ0; vehicle wells 0%, saturating PEA agonist 100%; activation, % at 3 µM; 0.99% of 360,000 active;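 active = activation above the mean activation of all test compounds in the run plus 3 SD, cut at about 38% in these data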
# Target sequence (Q96RJ0 whole entry, looked up): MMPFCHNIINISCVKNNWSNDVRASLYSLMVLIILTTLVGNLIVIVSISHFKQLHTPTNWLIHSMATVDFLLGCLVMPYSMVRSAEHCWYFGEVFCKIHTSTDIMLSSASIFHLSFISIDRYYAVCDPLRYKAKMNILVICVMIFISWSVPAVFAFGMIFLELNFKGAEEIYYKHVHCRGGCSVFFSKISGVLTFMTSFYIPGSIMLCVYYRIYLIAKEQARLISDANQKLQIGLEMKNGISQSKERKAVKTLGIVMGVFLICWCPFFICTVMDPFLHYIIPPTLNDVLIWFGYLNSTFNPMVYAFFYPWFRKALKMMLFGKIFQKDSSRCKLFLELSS
#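 System: CHO-derived RD-HGA16 cells with stable Gα16 and human TAAR1 / Times: 17-24 h plating, Fluo-8 75 min 37 °C, 30 min RT / Technique: calcium-sensitive Fluo-8 signal, excitation 470-495, emission 515-575 nm / Measure: % activation relative to PEA EC100 response / Benchmarks: DMSO and PEA EC100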
# M4 antag – human M4 muscarinic receptor antagonists, primary screen, CHO cells, Fluo-8 calcium fluorescence | Muscarinic acetylcholine receptor M4 (Homo sapiens), P08173 | CHO-hM4 cells, ACh EC80 | inhibition, % at 3 µM | 0.73% of 360,000 active | AID 624125, 2012;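 active = inhibition above its plate's cutoff, the mean inhibition of sample wells plus 3 SD, cut at about 27% in these data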;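 also: 0% = acetylcholine EC80 with DMSO and 100% = DMSO without agonist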
# Target sequence (P08173 whole entry, looked up): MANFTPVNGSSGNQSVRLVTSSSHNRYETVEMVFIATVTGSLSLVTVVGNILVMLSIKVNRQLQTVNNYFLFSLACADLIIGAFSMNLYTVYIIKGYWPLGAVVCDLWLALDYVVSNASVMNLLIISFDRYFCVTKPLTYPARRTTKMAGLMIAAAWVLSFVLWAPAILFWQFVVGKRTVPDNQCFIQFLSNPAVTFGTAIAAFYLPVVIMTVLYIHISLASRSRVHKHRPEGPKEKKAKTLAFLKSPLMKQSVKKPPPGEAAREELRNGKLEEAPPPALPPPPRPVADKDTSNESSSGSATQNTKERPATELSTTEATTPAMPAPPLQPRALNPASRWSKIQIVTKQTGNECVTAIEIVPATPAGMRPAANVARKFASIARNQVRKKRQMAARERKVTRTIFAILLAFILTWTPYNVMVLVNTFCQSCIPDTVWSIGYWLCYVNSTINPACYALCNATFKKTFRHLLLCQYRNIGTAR
# CHRM1 agonist – human M1 muscarinic receptor agonists, primary screen, Fluo-8 calcium fluorescence, CHO-K1 cells, HTS | Muscarinic acetylcholine receptor M1 (Homo sapiens), P11229 | CHO-K1 hM1, agonist mode; 0% DMSO, 100% acetylcholine EC100 | activation, % at 3 µM | 0.33% of 360,000 active;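 active = activation above the run's mean compound activation plus 3 SD, cut at about 16% in these data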;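 also: peak over basal fluorescence ratio within a 140 s kinetic read after compound addition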
# M4 ag – human M4 muscarinic receptor agonists, primary screen, CHO-K1 cells, Fluo-8 calcium fluorescence; Muscarinic acetylcholine receptor M4 (Homo sapiens), P08173; CHO-K1 hM4/Gqi5; vehicle 0%, full acetylcholine response 100%; activation, % at 3 µM; 0.14% of 360,000 active;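 active = activation above the run mean over all test wells plus 3 SD, cut at about 32% in these data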;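 also: peak over basal fluorescence ratio per well then scaled between controls; 0% = DMSO wells and 100% = acetylcholine at EC100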
# M1 antag – human M1 muscarinic receptor antagonists, primary screen, CHO-K1 cells, Fluo-8 calcium fluorescence, 1536-well; Muscarinic acetylcholine receptor M1 (Homo sapiens), P11229; CHO-K1 hM1, ACh EC80 antagonist; inhibition, % at 3 µM; 1.3% of 360,000 active; AID 588852, 2011;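 active = percent inhibition above its own plate's cutoff, namely the mean of that plate's compound wells plus 3 SD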;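 also: peak over basal fluorescence ratio during 140 s after agonist addition; 0% = ACh EC80 plus DMSO and 100% = DMSO alone without agonist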
# M5 antag – human M5 muscarinic receptor antagonists, primary screen, CHO cells, Fluo-8 calcium fluorescence; Muscarinic acetylcholine receptor M5 (Homo sapiens), P08912; CHO-hM5 cells, ACh EC80; inhibition, % at 3 µM; 0.59% of 360,000 active;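 active = inhibition above a per-plate cutoff, the mean of that plate's test compounds plus 3 SD, cut at about 27% in these data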;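 also: 0% = acetylcholine EC80 with DMSO and 100% = DMSO without agonist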
# M5 PAM – human M5 muscarinic receptor positive allosteric modulators, primary screen, CHO-K1 cells, Fluo-8 calcium fluorescence | CHO-K1 hM5, ACh EC20 PAM; 0% = ACh EC20, 100% = ACh EC100 | activation, % at 3 µM | Muscarinic acetylcholine receptor M5 (Homo sapiens), P08912 | 0.3% of 360,000 active;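 active = activation above the run cutoff, the mean activation of all test compounds plus 3 SD, cut at about 18% in these data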
#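 System: CHO-K1 hM5 cells. Reagent: acetylcholine, EC20 level. Compound dosing: single dose, 3 µM nominal final test concentration. Timing: Post-acetylcholine fluorescence recording 140 s. Detection: Fluo-8 calcium fluorescence. Read-out: % activation, ACh-normalized. Benchmarks: ACh EC20 and EC100 wells. Repeats: singlicate, one well per test compound.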
# Numbers without * were called inactive; . = no result given.
smiles,CHRM5 agonist,M1 PAM,TAAR1 ag,M4 antag,CHRM1 agonist,M4 ag,M1 antag,M5 antag,M5 PAM
CS(=O)(=O)NCC(c1cccnc1)N1CCN(c2ccccc2F)CC1 (stereo unspecified),-3,0,2,1,-3,0,12,0,-7
C/C(=N/OC(=O)c1ccc(Cl)cc1Cl)c1oc(C)nc1C,-1,-1,10,5,-4,10,1,14,-15
O=C(O)c1cccc(NC(=O)c2ccc(Cl)c(S(=O)(=O)N3CCCCCC3)c2)c1,2,10,2,-12,-2,1,-7,-6,6
Cc1cccc(Nc2nn3c(=O)c4ccccc4nc3s2)c1,-2,4,3,-15,-2,1,-4,-4,-2
C[C@H](c1ccccc1)N1C[C@H](COCc2ccccc2)Oc2cc(N3CC[C@H](O)C3)ccc2S1(=O)=O,-1,.,0,-3,.,2,.,4,-5
COc1ccc(C(=O)NC(=S)Nc2ccc3[nH]c(=O)[nH]c3c2)cc1,-3,6,-2,-9,-2,-1,-8,-8,3
CCOC(=O)c1nc2sc3c(c2c(=O)[nH]1)CCC(C)C3 (stereo unspecified),4,0,-4,-15,7,0,-5,1,7
CCOC(=O)c1cnn(CCOC(=O)c2ccc(F)cc2)c1NC(=O)c1ccc(F)cc1,-1,12,-2,-1,-2,1,-8,-8,9
COC(=O)c1nc(-c2ccc(C)cc2)oc1N(C)C,0,6,-2,-10,-7,-2,-28,-6,0
CC(=O)Nc1cccc(-c2ccnc3c2CC(C(=O)NCc2ccncc2)O3)c1 (stereo unspecified),1,4,1,0,-2,0,-7,16,-4
Cc1sc2ncnc(N3CCC(C(=O)NNC(=O)COc4ccccc4Cl)CC3)c2c1C,9,-18,11,12,2,28,32*,17,-32
O=C(Nc1ccccc1C(F)(F)F)N1CCN(c2ccc3nncn3n2)CC1,2,3,4,-4,-6,0,-11,-3,3
Cc1cccc(COC(=O)C(Cc2ccccc2)NC(N)=O)c1 (stereo unspecified),-2,7,-2,6,-1,3,-11,7,-1
COc1ccc(C(CCN2CCOCC2)c2c(OC)cc(OC)c3ccc(=O)oc23)cc1 (stereo unspecified),1,14,3,2,-4,1,-20,-6,1
CCCc1cc(=O)[nH]c(SCC(=O)N2CCCC2=O)n1,3,4,0,9,-2,0,3,5,-5
O=C(C1CC(=O)N(c2ccc3c(c2)OCCO3)C1)N1CCN(c2cccc(C(F)(F)F)c2)CC1 (stereo unspecified),5,-4,9,-1,-3,3,0,0,-3
Cc1ccsc1C(=O)Nc1ccc(F)c([N+](=O)[O-])c1,-1,-1,-1,10,-6,1,7,-2,-3
CC(Oc1ccc(C#N)cc1)C(=O)Nc1ccc(-n2cnnn2)cc1 (stereo unspecified),23,-12,44*,-1,17*,11,23,0,-8
N#CCCn1cc(/C=N/NC(N)=S)c(-c2ccc(-c3ccccc3)cc2)n1,-2,9,6,3,-2,2,-7,3,-2
CC(O)c1ccc(OCCN(C)c2ccccn2)cc1 (stereo unspecified),0,10,6,-7,-6,2,-19,0,2
C=CCCC(=O)Nc1nc(C)c(-c2csc(Nc3ccc(Cl)cc3)n2)s1,1,4,0,5,-3,1,-4,21,-9
Cn1c(SCC(=O)Nc2ccc3c(c2)OCCO3)nnc1-c1ccncc1,-1,0,0,2,-7,1,9,14,-2
COC(=O)c1c(NC(=O)CSc2ncnc3[nH]ncc23)sc2c1CCC2,-2,7,16,0,-9,0,-3,-9,4
Cc1c(C(=O)NCCN2C(=O)S/C(=C\c3cccs3)C2=O)cccc1[N+](=O)[O-],-2,-1,9,-5,-6,2,3,-6,-3
CCC(CC)CC1CN2CCc3cc(OC)c(OC)cc3C2CC1(O)CC (stereo unspecified),-2,-2,2,-10,-9,3,-8,2,-4
COCC(=O)Nc1cc(C)cn(Cc2cccc(C(F)(F)F)c2)c1=O,-1,5,-1,2,-3,-1,-8,-1,2
Cc1ccc(-c2nnn(CC(=O)N(CCCO)C(C(=O)NC3CCCC3)c3ccc(F)cc3)n2)o1 (stereo unspecified),-2,10,2,-10,-3,1,-8,16,-1
Cc1ccc(N2C(=O)C3C(C2=O)C2C=CC3C23CC3)cc1 (stereo unspecified),-1,4,6,6,-4,-1,-10,6,6
COc1cc(OCC(=O)NC(C)C)cc2c1C(=O)O[C@@H](C)CCCC(=O)CCCCC2,-1,3,8,1,-2,5,-9,0,-7
O=C(NC1CCCCC1)C(c1ccc2ncccc2c1)N(Cc1ccccc1)C(=O)c1cccs1 (stereo unspecified),6,4,10,0,-6,-2,-27,0,4
Cc1ccc(S(=O)(=O)N(C)c2ccc(OC(=O)c3ccc(=O)[nH]c3)cc2)cc1,-2,-12,6,1,-5,2,11,-11,-2
O=C(Nc1cc(Cl)ccc1-n1cncn1)c1cn2ccccc2n1,1,3,3,1,-1,1,4,8,-2
CSc1ccc(/C=C/C(=O)Nc2ccccc2)cc1,-6,-2,-1,-1,-6,5,1,16,-6
COCCNC(=O)c1cc(-c2ccccc2)n(Cc2cc(C)no2)n1,4,5,2,-3,-4,0,-4,-8,9
Cc1ccccc1OCCC(=O)OCC(=O)NC(=O)c1ccccc1,3,3,3,-8,1,3,-4,-2,6
CC(=O)c1cccc(-c2cnc3c(NC=O)cc(-c4ccc(N5CCN(C)CC5)cc4)cn23)c1,-2,5,2,-1,-9,2,-7,10,-4
CN(C)C(=O)C1CCC(=O)N1Cc1cccs1 (stereo unspecified),-3,3,3,-4,-3,2,1,2,2
CC(=O)N(c1ccccc1)c1nc(/C=C/C(=O)Nc2c(C)cc(C)cc2C)cs1,-3,3,0,-2,-12,1,-5,-2,-5
Cc1cc(C(=O)COc2ccccc2[N+](=O)[O-])c(C)n1C1CC1,-4,5,2,-10,-8,2,-9,2,-7
Cc1cc(NC(=O)Cn2nc(C(=O)O)c3ccccc3c2=O)c([N+](=O)[O-])cc1C,-3,0,-1,2,-1,1,-2,4,-3
COc1ccccc1-c1ccc2c(c1)C(C)(Cc1cccc(F)c1)C(=O)N2 (stereo unspecified),-2,-12,7,8,-3,-2,23,7,-6
CC1CCN(S(=O)(=O)c2ccc3c(c2)N(CC(=O)NCCCOC(C)C)C(=O)CS3)CC1,-5,9,-2,4,-5,0,-11,10,-1
CCN(CC)S(=O)(=O)c1ccc(Cl)c(C(=O)Nc2ccc(Cl)cc2[N+](=O)[O-])c1,2,-11,3,25,-3,10,26,30*,-16
Cc1ccc(OCC(=O)N(C)CC(=O)Nc2ccc(N3CCOCC3)cc2)cc1,5,7,1,-11,-2,0,-7,2,-3

# In the list so far, these contain two or more sulfur atoms.
smiles,CHRM5 agonist,M1 PAM,TAAR1 ag,M4 antag,CHRM1 agonist,M4 ag,M1 antag,M5 antag,M5 PAM
C=CCCC(=O)Nc1nc(C)c(-c2csc(Nc3ccc(Cl)cc3)n2)s1,1,4,0,5,-3,1,-4,21,-9
COC(=O)c1c(NC(=O)CSc2ncnc3[nH]ncc23)sc2c1CCC2,-2,7,16,0,-9,0,-3,-9,4
Cc1c(C(=O)NCCN2C(=O)S/C(=C\c3cccs3)C2=O)cccc1[N+](=O)[O-],-2,-1,9,-5,-6,2,3,-6,-3
CC1CCN(S(=O)(=O)c2ccc3c(c2)N(CC(=O)NCCCOC(C)C)C(=O)CS3)CC1,-5,9,-2,4,-5,0,-11,10,-1

# Single records (already shown).
# Results for `Cc1ccc(-c2nnn(CC(=O)N(CCCO)C(C(=O)NC3CCCC3)c3ccc(F)cc3)n2)o1` (stereo unspecified) = CHRM5 agonist: -2; M1 PAM: 10; TAAR1 ag: 2; M4 antag: -10; CHRM1 agonist: -3; M4 ag: 1; M1 antag: -8; M5 antag: 16; M5 PAM: -1
# Results for `COCCNC(=O)c1cc(-c2ccccc2)n(Cc2cc(C)no2)n1` = CHRM5 agonist: 4; M1 PAM: 5; TAAR1 ag: 2; M4 antag: -3; CHRM1 agonist: -4; M4 ag: 0; M1 antag: -4; M5 antag: -8; M5 PAM: 9

# Assay outcomes: PubChem, The Scripps Research Institute Molecular Screening Center

# Not all compounds are listed. The share of hits here may be higher or lower than overall.
